Shiga inhibitor = A qHTS for Small Molecule Inhibitors of Shiga Toxin; Vero cells, Shiga toxin protein synthesis inhibition reporter; inhibition, % at 38.7 µM; 9.2% of 290,000 active; in the data active means inhibition mostly above about 28%, no sharp cut-off; inactive means mostly below about 43%; further: 0% is about no effect
Pf growth 96h = Primary qHTS for delayed death inhibitors of the malarial parasite plastid, 96 hour incubation; P. falciparum luciferase reporter growth, 96 h; Potency, µM (doses to about 28.7 µM), inactives show at the highest dose activity change, negative = inhibition, hits mostly inhibitors; 6.9% of 320,000 active; AID 504834, 2011; further: potency means the concentration at half of the fitted maximal effect; on the % scale 0 is the no-effect control and ±100 the full control effect
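Compounds incubated with erythrocytes infected by luciferase-expressing P. falciparum (2% hematocrit, 0.05% parasitemia final) for 96 hours, 37 C in 5% CO2. Growth inhibition scored as decreased luciferase luminescence.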
HCV inh = qHTS Assay for Inhibitors of Hepatitis C Virus (HCV); Huh7.5.1 HCVcc-Cre infection, luciferase reporter, 44 h; AID 651820, 2012; 3.4% of 340,000 active; Potency, µM (highest dose often 41.8 µM), for inactives: top-dose activity change, negative = inhibition, most hits filed as inhibitors; further: potency means the concentration at half of the fitted maximal effect; on the % scale 0 is the no-effect control and ±100 the full control effect
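Cells (1,000/well) were plated 4 h before compound, then infected with HCVcc-Cre virus (~0.5 moi). After 44 h further culture, infection was read as luciferase luminescence following a 15 min substrate incubation at room temperature.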
Pf growth 48h = Primary qHTS for delayed death inhibitors of the malarial parasite plastid, 48 hour incubation | 5.9% of 310,000 active | Potency, µM (series often up to 28.7 µM), for inactives: at the highest dose activity change, negative = inhibition, hits mostly inhibitors | P. falciparum luciferase growth in erythrocytes, 48 h; further: potency means the concentration at half of the fitted maximal effect; on the % scale 0 is the no-effect control and ±100 the full control effect
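Growth was read as firefly luciferase luminescence after a 48 h, 37 C, 5% CO2 exposure of compounds to reporter-bearing P. falciparum cultures (0.1% parasitemia, 2% hematocrit final) in Albumax-supplemented RPMI 1640.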
Cycloheximide cs = Cycloheximide Counterscreen for Small Molecule Inhibitors of Shiga Toxin; cell reporter, cycloheximide protein synthesis inhibition counterscreen; max response, %; 12% of 300,000 active; in the data active means max response mostly above about 13%, no sharp cut-off; inactive means mostly below about 14%; further: read at 38.3 µM for the half of the compounds with a filed dose; 0% is about no effect
FBPA Giardia inh = qHTS Assay for Inhibitors of Fructose-1,6-bisphosphate Aldolase from Giardia Lamblia. AID 2451, 2010. Potency, µM (highest dose often 59.6 µM), for inactives: at the top dose activity, negative = inhibition, usual class: inhibitors. purified Giardia FBPA. 0.71% of 290,000 active. A8B2U2; further: potency means the concentration at half of the fitted maximal effect; on the % scale 0 is the no-effect control and ±100 the full control effect; nearly all actives have a fitted effect of over 55% in size
Target sequence (A8B2U2 whole entry, looked up): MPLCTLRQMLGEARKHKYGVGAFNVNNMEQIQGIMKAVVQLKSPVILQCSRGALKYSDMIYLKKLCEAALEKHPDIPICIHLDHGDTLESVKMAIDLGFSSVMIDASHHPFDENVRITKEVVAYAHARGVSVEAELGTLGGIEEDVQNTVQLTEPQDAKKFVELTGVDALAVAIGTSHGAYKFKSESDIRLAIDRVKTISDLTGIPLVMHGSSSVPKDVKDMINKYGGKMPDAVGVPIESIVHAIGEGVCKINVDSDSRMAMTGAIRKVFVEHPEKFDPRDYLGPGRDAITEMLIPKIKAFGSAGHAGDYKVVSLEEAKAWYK
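Giardia FBPA (40 nM reagent) was preincubated 10 min at RT with compound (up to 57.5 uM final), then substrate plus GAPDH/TPI/NAD/arsenate coupling system with diaphorase/resazurin was added; resorufin fluorescence (525/598 nm) was read after 20 min.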
The depositor's hits bear a star; ? = inconclusive; / = no result given; [ ] = remark or other dose. Unless noted, the call rests on the fitted dose curve; in most records, active means well fitted curve in the direction sought with a large enough effect; inconclusive means small, poorly fitted or top-dose-only effect, or another doubt; inactive means no such curve, though single readings can be large; an effect the other way counts as inactive or inconclusive.

SMILES	Shiga inhibitor	Pf growth 96h	HCV inh	Pf growth 48h	Cycloheximide cs	FBPA Giardia inh
CC(C)c1ccc(/C=N/NC(=O)c2cc(-c3cccc([N+](=O)[O-])c3)n[nH]2)cc1	24	?	-24%	?	-1	2%
O=C(NCc1ccccc1Cl)c1cc2c(s1)CS(=O)(=O)C2	1	-11%	-3%	7%	-3	/
COc1ccc(CNC(=O)C(C#N)c2nc3ccccc3nc2N2CCN(C)CC2)cc1 (configuration not stated)	-9	/	11%	?	-2	3%
CC(NC(=O)c1ccco1)c1nc(-c2ccccc2)no1 (configuration not stated)	-8	9%	-5%	23%	2	0%
C[C@@H]1O[C@@H](OC2O[C@@H](COc3cc(O)c4c(=O)cc(-c5ccc(O)cc5)oc4c3)[C@@H](O)[C@@H](O)[C@@H]2O)[C@H](O)[C@H](O)[C@H]1O (some centres not stated)	-3	/	/	/	5	-8%
CCc1ccc(NC(=O)N(CCOC)C2CCN(C(C)=O)CC2)cc1	-2	/	3%	-6%	10	2%
COC(=O)c1ccc2c(c1)C(C)(C)C(/C=C/c1ccc(OC)c(OC)c1OC)=[N+]2C	-28	2.3µM*	10µM*	2.3µM*	-11	/
C[n+]1ccccc1Nc1cc([N+](=O)[O-])ccc1N	/	19%	8%	48%[activator]	-4	-6%
CCC(CC)NC(=O)COn1nnc2ccc(S(=O)(=O)N3CCOCC3)cc21	/	7%	11%	1%	/	/
O=C(c1ccccc1)N1CCN(CC(O)Cn2ccc3ccccc32)CC1 (configuration not stated)	-12	-1%	3%	6%	-2	?
C=CCc1cccc2cc(NC(C)=O)c(=O)oc12	-11	?	-12%	19%	-2	-3%
O=[N+]([O-])c1ccccc1Oc1ccc(S(=O)(=O)N2CCOCC2)cc1	/	?	7.9µM*	?	/	/
CCCn1c(N)c(N(CCOC)C(=O)COC(=O)CSc2cc(C)c3ccccc3n2)c(=O)[nH]c1=O	/	15%	0%	14%	/	/
COc1ccc(NC(=O)COC(=O)c2ccc(Br)o2)cc1OC	-9	46%[activator]	13%	11%	-2	-2%
O=c1[nH]c2ccccc2c2nc3ccccn3c12	51*	-10%	?	17%	40*	-8%
COc1ccc(C2C(C(=O)c3ccco3)=C(O)C(=O)N2CC2CCCO2)cc1OC (configuration not stated)	-6	14%	7%	5%	-2	/
O=C(CNCc1ccccc1)Nc1ccc(F)cc1	14	17%	22%	30%[activator]	35*	2%
COc1cccc(C(CC(=O)NCc2ccco2)NS(=O)(=O)c2ccc(C)cc2)c1OC (configuration not stated)	10	45%[activator]	?	-19%	5	12%
Cc1ccc(NC(=S)N2CCC(NC(=O)c3ccc(F)cc3)CC2)cc1	29	?	9%	2%	-4	-8%
CCC(O)C1CCN(Cc2cn(Cc3ccccc3)nc2-c2cc3ccccc3o2)CC1 (configuration not stated)	-9	0%	?	5.2µM*	-4	0%
O=C1C2ON(c3ccccc3)C(c3ccccn3)C2C(=O)N1c1ccc(Br)cc1 (configuration not stated)	26	/	18%	1%	-2	4%
O=S1(=O)CCOC[C@H](CC2CCCCC2)N1Cc1ccc(Cl)cc1	-5	?	18%	-22%	2	1%
Cc1ccc(C(=O)N2CCN(c3ccc(NC(=O)c4cccnc4Cl)cc3)CC2)cc1	-2	-53%	-6%	?	-5	-3%
O=C(CCn1c(=O)c2ccccc2n(Cc2cccnc2)c1=O)NCc1ccc2c(c1)OCO2	-5	-8%	12%	2%	-5	3%
S=c1[nH]c(-c2ccccc2)cn1/N=C/c1cccc2ccccc12	33	?	0%	?	16	-1%
SMILES	Shiga inhibitor	Pf growth 96h	HCV inh	Pf growth 48h	Cycloheximide cs	FBPA Giardia inh
Cc1ccc(C2C(C(=O)c3cc4ccccc4o3)=C(O)C(=O)N2CCN2CCOCC2)o1 (configuration not stated)	54*	4%	14%	3%	24*	0%
CCC(Br)C(=O)Nc1ccc(OC)cc1 (configuration not stated)	0	-32%	8%	-1%	15	-11%
NC(=S)Nc1nc2ccccc2[nH]c1=O	17	/	/	3%	9	-14%
COc1ccc(/C=N/NC(=O)Nc2nonc2N)cc1	75*	-23%	21%	98%[activator]	48*	1%
O=C1/C(=C/c2cccnc2)Sc2ccccc21	-2	7.4µM*	10%	?	13	-3%
Cc1cc(C(=O)Nc2ccc(Br)cn2)sc1C	/	392%[activator]	-2%	221%[activator]	/	/
Cc1ccccc1NC(=O)Nc1ccccc1N1CCCCC1	2	?	-21%	?	1	-4%
Cc1ccc(-n2c(C)cc(/C=C3\C(=O)NC(=O)N(C)C3=O)c2C)cc1C	-5	3%	-6%	-21%	-1	-5%
COc1ccc(/C(C)=N/Nc2ccc(C(=O)O)cc2)cc1OC	63	225%[activator]	4%	256%[activator]	41*	1%
CCN1CCN(C(=O)C2CC(c3ccc(F)cc3)=NO2)CC1 (configuration not stated)	13	-4%	-17%	13%	7	1%
O=C(O)c1cccnc1SCC(=O)N1CCCCCC1	-10	?	16%	-1%	-4	2%
CCCn1nnc(NC(=O)COc2ccccc2Cl)n1	62*	/	-1%	17%	24*	-1%
Cc1cccc2cc(CN(CC(C)C)S(=O)(=O)c3ccccc3)c(=O)[nH]c12	-6	13µM*	?	?	-12	/
O=C(NCCN1C(=O)CSC1=O)C1CC(=O)N(c2ccccc2)C1 (configuration not stated)	34	/	16%	/	-5	6%
CCN(CC)P(=O)(NC(=O)c1cccn1C)N(CC)CC	-7	?	14%	-1%	3	5%
Cc1ccc2nc(SCC(=O)Nc3cc(C)on3)[nH]c2c1	-7	13%	0%	8%	12	-4%
O=C(C(c1ccccc1)c1ccccc1)N1CCN(Cc2ccco2)CC1	13	?	9%	-29%	8	-23%
S=c1[nH]nc(-c2ccco2)n1/N=C/c1ccccn1	-12	?	/	1%	-2	?
O=C(Nc1ccc(NC(=O)c2cccs2)cc1)c1ccccc1	46*	-2%	-33%	89%[activator]	24*	-3%
Cc1nc(SC(C)C(=O)NC2CCCC2)c2ccccc2n1 (configuration not stated)	/	-12%	?	?	/	/
CC1=C(C(=O)Nc2ccccc2C)C(c2ccc(C)o2)n2c(s/c(=C/c3ccccc3)c2=O)=N1 (configuration not stated)	12	/	?	2.9µM*	-2	5%
O=S(=O)(NC1CCCCC1N1CCC(O)CC1)c1ccccc1 (configuration not stated)	13	?	21%	1%	-2	9%
COc1ccccc1CNC(=O)c1n[nH]c2ccccc12	46*	52%[activator]	-13%	-3%	29*	-4%
CC(=O)N1c2ccc(S(=O)(=O)N3CCCC(C(=O)Nc4ccc(F)cc4)C3)cc2CC1C (configuration not stated)	-5	-3%	?	?	-3	-5%
Cn1c(SCC(=O)Nc2cccc(Br)c2)nnc1-c1cc2ccccc2o1	20	62%[activator]	-4%	/	1	0%

Arranged by number of heavy atoms (smallest number first): part of the list above.
SMILES	Shiga inhibitor	Pf growth 96h	HCV inh	Pf growth 48h	Cycloheximide cs	FBPA Giardia inh
CCC(Br)C(=O)Nc1ccc(OC)cc1 (configuration not stated)	0	-32%	8%	-1%	15	-11%
S=c1[nH]nc(-c2ccco2)n1/N=C/c1ccccn1	-12	?	/	1%	-2	?
CCCn1nnc(NC(=O)COc2ccccc2Cl)n1	62*	/	-1%	17%	24*	-1%
COc1ccccc1CNC(=O)c1n[nH]c2ccccc12	46*	52%[activator]	-13%	-3%	29*	-4%
Cc1ccc(-n2c(C)cc(/C=C3\C(=O)NC(=O)N(C)C3=O)c2C)cc1C	-5	3%	-6%	-21%	-1	-5%

(next part)
SMILES	Shiga inhibitor	Pf growth 96h	HCV inh	Pf growth 48h	Cycloheximide cs	FBPA Giardia inh
CCOC(=O)c1c(N)sc2c1CCN(CCc1ccccc1)C2	/	175%[activator]	-6%	0%	2	1%
C=C(C)c1ccc(C(C)(C)NC(=O)N(Cc2ccccc2)Cc2ccco2)cc1	1	39%[activator]	-12%	9%	-3	4%
CCN(C(=O)COC(=O)Cn1c(C)csc1=O)c1c(N)n(Cc2ccccc2)c(=O)[nH]c1=O	/	2%	-5%	4%	/	/
Cc1ccc(C(CC(=O)O)Nc2nc(N3CCOCC3)nc(N3CCOCC3)n2)cc1 (configuration not stated)	12	?	0%	32%[activator]	-4	5%
CC1CCCCC1NC(=O)C1CCN(S(=O)(=O)N2CCOCC2)CC1 (configuration not stated)	15	?	9%	-20%	-3	7%
CC1=NCCN1CCNC(=O)Nc1ccc(F)cc1	-11	0.41µM*	12%	6%	-1	1%
Cc1cc(F)ccc1NCc1ccncc1	-21	-29%	-6%	/	-2	-12%
CC(c1ccco1)N(C(=O)C12CC3(C)CC(C)(CC(C)(C3)C1)C2)c1ccccn1 (configuration not stated)	-41	/	13%	2%	-4	-7%
COc1ccc(NC(=O)Cc2c[nH]c3ccccc23)cc1S(=O)(=O)N1CCCCC1	13	?	?	?	-1	-7%
Cc1nn(Cc2ccc(F)cc2)c2sc(C(=O)Nc3nccs3)cc12	-2	?	?	?	-3	3%
O=C(CSc1nnc(-c2cccnc2)n1CCc1ccccc1)N1CCCCC1	-6	?	15%	-1%	-1	-1%
Cc1sc(NC(=O)C2CCCC2)c(C#N)c1C	19*	57%[activator]	12%	33%[activator]	1	-19%
CCN(CC(=O)Nc1c(F)cccc1F)C(=O)CCCc1nc2ccccc2c(=O)[nH]1	/	?	-5%	3%	/	/
O=C(O)c1ccc(Cn2cc(C(F)(F)F)ccc2=O)cc1	-16	0%	0%	2%	-5	8%
Cc1ccc(OCC(=O)N2CCN(c3ccc([N+](=O)[O-])c(N4CCOCC4)c3)CC2)cc1	-19	?	-13%	-26%	-3	-1%
COc1ccc(C(=O)N2CCc3cc(OC)c(OC)cc3C2c2cccc([N+](=O)[O-])c2)cc1 (configuration not stated)	3	?	24%	6.6µM*	1	-7%
CC1CCN(S(=O)(=O)c2ccc(NC(=O)CN3CCN(C)CC3)cc2)CC1	-4	/	?	13%	1	2%
Nc1nc(CN2CCCCCC2)nc(Nc2ccc(F)cc2)n1	18	?	-27%	/	14	-5%
O=C(NCC(=O)N(c1ccc(F)cc1)C(C(=O)NC1CCCCC1)c1cccnc1)c1ccco1 (configuration not stated)	-7	-10%	18%	5%	-1	-3%
O=c1c2ccccc2[nH]c(=S)n1C1CCCCC1	-11	1%	3%	?	1	9%
Nc1sc2c(c1C(=O)c1ccccc1)CCCC2	7	3%	-25%	18%	-2	-7%
Cc1cccc(C(=O)N[C@@H](C)C(=O)N2CCN(c3ncccn3)CC2)c1	/	-2%	12%	0%	/	/
CCc1nc2ccc(C(=O)O)cc2nc1CC	91*	243%[activator]	-2%	126%[activator]	91*	?
COc1ccc(Cl)cc1C(=O)NCCN(C)C	-8	186%[activator]	3%	/	-1	5%
C/C(Cn1ncc(N2CCOCC2)c(Cl)c1=O)=N\O	6	8%	12%	23%	-2	13%
SMILES	Shiga inhibitor	Pf growth 96h	HCV inh	Pf growth 48h	Cycloheximide cs	FBPA Giardia inh
CC(C)c1nnc(NC(=O)c2nc(S(=O)(=O)Cc3ccccc3F)ncc2Cl)s1	106*	92%	?	18%	56*	/
COc1ccc2[nH]c3c(=O)n(CCCCCC(=O)NCCC(C)C)c(=S)[nH]c3c2c1	11	?	5%	4%	-8	5%
N#C/C(=C\c1ccncc1)c1nc2ccccc2o1	46	4%	9%	13%	29*	-11%
COc1ccc(C=C2C(=O)N(C)C(=O)N(C)C2=O)cc1CSc1ccccn1	-11	0%	15%	2%	-1	-8%
CSCCC(NC(=O)c1cc(C(C)(C)C)oc1C)C(=O)O (configuration not stated)	-10	52%[activator]	-5%	4%	-6	6%
CCC(=O)Nc1ccc(Cl)c(NC(=O)c2cccc(OC)c2)c1	2	14%	?	-6%	-2	3%

Screening data: PubChem, National Center for Advancing Translational Sciences (NCATS)
